DT40 TDP1 CPT: growth inhibition of DT40 Tdp1-/-;hTDP1 cells with camptothecin (screen for TDP1 inhibitors); chicken DT40 Tdp1-/-;hTDP1 cells + 20 nM CPT, ATP luminescence, 48 h; Potency, µM (titrated, usually from 46.2 µM), for the others: at the top dose activity change, negative = growth inhibition, usual class: inhibitors; actives 12% (n = 420,000); also: nearly all actives have a fitted effect of over 55% in size
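Cell growth measured by CellTiter-Glo luminescence after a minimum 48 h, 37 C compound exposure with 20 nM CPT in Tdp1-knockout DT40 cells stably expressing hTDP1, seeded 400/well; qHTS titration format.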
TDP1 block: blocks human tyrosyl-DNA phosphodiesterase 1; Q9NUW8; recombinant TDP1, AlphaScreen DNA substrate cleavage; Potency, µM (series often up to 130 µM), without a hit: at the top dose activity change, negative = inhibition, actives largely listed as inhibitors; actives 0.28% (n = 350,000); AID 485290; also: nearly all actives have a fitted effect of over 40% in size
Target sequence (Q9NUW8 whole entry, looked up): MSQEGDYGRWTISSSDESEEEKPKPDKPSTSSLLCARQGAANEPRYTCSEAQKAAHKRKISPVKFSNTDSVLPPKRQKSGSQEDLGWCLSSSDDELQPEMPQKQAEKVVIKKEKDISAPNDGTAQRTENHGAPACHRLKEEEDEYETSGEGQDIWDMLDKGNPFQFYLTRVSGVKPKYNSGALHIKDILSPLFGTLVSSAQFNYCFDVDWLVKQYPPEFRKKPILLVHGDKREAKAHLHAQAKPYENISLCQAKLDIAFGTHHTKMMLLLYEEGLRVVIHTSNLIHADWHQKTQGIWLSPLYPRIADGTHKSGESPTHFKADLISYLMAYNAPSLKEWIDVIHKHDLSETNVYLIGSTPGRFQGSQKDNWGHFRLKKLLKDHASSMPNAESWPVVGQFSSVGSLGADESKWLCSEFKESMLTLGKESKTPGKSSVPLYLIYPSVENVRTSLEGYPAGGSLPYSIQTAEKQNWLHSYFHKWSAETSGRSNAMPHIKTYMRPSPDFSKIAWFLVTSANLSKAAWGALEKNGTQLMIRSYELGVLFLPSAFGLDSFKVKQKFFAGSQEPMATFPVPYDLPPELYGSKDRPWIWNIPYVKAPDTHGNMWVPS
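Signal: AlphaScreen proximity between streptavidin donor and anti-FITC acceptor beads on intact substrate. Reaction: Tdp1 1 nM, substrate 15 nM final, 5 min RT after 15 min compound preincubation.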
DT40 TDP1 no CPT: qHTS for Inhibitors of human tyrosyl-DNA phosphodiesterase 1 (TDP1): qHTS in cells in absence of CPT; DT40 Tdp1-/- hTDP1 cells, no CPT, ATP luminescence, 48 h; Potency, µM (titrated, usually from 46.2 µM), without a hit: top-dose activity change, negative = growth inhibition, most hits filed as inhibitors; actives 15% (n = 420,000); AID 686978, 2013; also: nearly all actives have a fitted effect of over 55% in size
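Chicken DT40 Tdp1-/- cells complemented with human TDP1, screened without camptothecin (DMSO vehicle only), 400 cells/well. Compounds pin-transferred, cells incubated at 37 °C for at least 48 hr. Growth read as ATP-dependent luminescence (CellTiter-Glo, 30 min at RT).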
* hit, by the source's call; ? = inconclusive; nt = not tested or not shown; & = joins results of further samples; [ ] = remark or other dose. Calls follow the shape of the dose curve; as a rule, active = well fitted curve in the direction sought with a large enough effect; inconclusive = small, poorly fitted or top-dose-only effect, or another doubt; inactive = no such curve, though single readings can be large; an effect the other way counts as inactive or inconclusive. % is scaled to controls: 0 for no effect and ±100 for the full control effect; potency is read from the fitted curve at half-maximal effect. An unsorted share of the library. About 18% of those tested had a hit in this group.

SMILES	DT40 TDP1 CPT	TDP1 block	DT40 TDP1 no CPT
c1ccc2oc(NC3=NCN(CC4CCCO4)CN3)nc2c1 (stereo not drawn)	-12.0%	2.1%	-4.5%
COc1cc(OC)cc(-c2c(-c3ccc(C(C)=O)cc3)c3cc(-c4cccc5[nH]ccc45)ccc3n2C)c1	?	2.3%	-23.1%
Cc1ccc(C(=O)NCC(=O)N/N=C/c2sccc2C)cc1[N+](=O)[O-]	?	-1.8%	?
Cc1ccc(C)c(N2CCN(C(=O)c3ccc(Cn4c(=S)[nH]c5ccc(N6CCOCC6)cc5c4=O)cc3)CC2)c1	?	4.7%	14.6µM*
CCC(C(=O)OC)n1cnc2c(nnn2-c2ccc(OC)cc2)c1=O (stereo not drawn)	-10.2%	1.9%	-14.1%
CC(=O)Nc1ccc(NC(=O)C(F)(F)F)cc1	-12.0%	-0.4%[56.1 µM]	-7.3%
S=C1NC2(CCCCC2)Nc2ccccc21	?	9.9%	?
COc1ccccc1-c1ccnc(-n2ncc(C(=O)N[C@H]3CCCCNC3=O)c2C2CC2)n1	?	nt	20.6µM*
O=C(NCC(=O)N1CCN(C(=O)c2ccco2)CC1)c1ccc(Cl)cc1	-28.8%	nt	-16.8%
COc1ccc(CCNC(=O)CSc2nnnn2-c2cccc(C(C)=O)c2)cc1OC	-4.0%	-1.9%	-28.3%
CCOC(=O)C1C(=O)C=C(/C=C/c2ccccc2)CC1c1ccc(Cl)cc1 (stereo not drawn)	29.1µM*	0.0%	?
CCN(CC)c1ccc(/C=N/NC(=O)Cc2nnc(NC(=O)Nc3ccccc3)s2)cc1	?	-1.1%	20.6µM*
CC(C)c1ccc(S(=O)(=O)c2cn(CC(=O)Nc3ccc(F)cc3)c3ccccc3c2=O)cc1	-3.2%	-1.3%	3.0%
CC(C)(C)NC(=O)C(c1ccc(-c2ccccc2)cc1)n1c(=O)c(-c2cc3ccccc3[nH]2)nc2ccccc21 (stereo not drawn)	?	nt	14.6µM*
CCn1c(SCC(=O)Nc2cc(OC)c(OC)c(OC)c2)nnc1-c1cccs1	?	1.1%	20.6µM*
COc1ccc2c(Cl)c(C(=O)N/N=C3\CCCC(=O)C3)sc2c1	-6.6%	7.7%	?
CC(C)(C)c1ccc(OCCC(=O)OCC(=O)Nc2cccnc2Cl)cc1	?	nt	16.4µM*
CCOc1ccc(S(=O)(=O)N2CCN(C(=O)CN3C(=O)NC4(CCCC4)C3=O)CC2)cc1	10.3%	0.4%	-3.3%
O=C(NCc1cccs1)c1ccc2c(c1)OCCO2	-3.0%	6.2%	-21.8%
COCCNC(=O)CN(Cc1ccc2c(c1)OCO2)C(=O)CCC(=O)Nc1nccs1	18.4µM*	1.0%	18.4µM*

3 entries already listed, arranged by SMILES length, rising:
SMILES	DT40 TDP1 CPT	TDP1 block	DT40 TDP1 no CPT
c1ccc2oc(NC3=NCN(CC4CCCO4)CN3)nc2c1 (stereo not drawn)	-12.0%	2.1%	-4.5%
CCn1c(SCC(=O)Nc2cc(OC)c(OC)c(OC)c2)nnc1-c1cccs1	?	1.1%	20.6µM*
COCCNC(=O)CN(Cc1ccc2c(c1)OCO2)C(=O)CCC(=O)Nc1nccs1	18.4µM*	1.0%	18.4µM*

Remaining list, next part.
SMILES	DT40 TDP1 CPT	TDP1 block	DT40 TDP1 no CPT
Cc1cc(=O)[nH]c(SCC(=O)N2CCc3ccccc3C2)n1	-9.8%	-2.3%	-9.5%
Cc1ccc(Cl)cc1N1CCN(S(=O)(=O)c2ccc3oc(=O)c4ncn(C)c4c3c2)CC1	-4.3%	2.5%	-2.8%
CCOC(=O)Cn1c(=O)c(-c2ccccc2N)nc2ccccc21	-13.4%	nt	-5.7%
O=C(COC(=O)c1ccc(Br)o1)NCc1ccc(Cl)cc1	-0.9%	-7.2%	-8.9%
N#Cc1cnn(-c2nc(SCc3ccccc3)nc3sc4c(c23)CCCC4)c1N	-19.9%	2.5%	3.7%
CC(=O)N1CCN(CCS(=O)(=O)c2cc(Cl)ccc2Cl)CC1	?	1.7%	?
COc1ccc(C(O)c2nc(-c3ccccc3C)cs2)cc1 (stereo not drawn)	?	nt	?
COc1ccc(C=O)c(-c2c(-c3ccccc3OC)sc3ccccc23)c1	?	nt	?
Cc1cc(=O)[nH]c(NN=C2CCCCC2C)n1 (stereo not drawn)	?	nt	18.4µM*
O=c1c2ccccc2nnn1-c1ccc(Br)cc1	0.8%	-5.2%	-7.7%
Cc1ccc2nc(Cl)c(CNCc3ccccc3)cc2c1	?	-5.6%	?
COc1ccc(Cc2nnc(N/N=C/c3ccc(O)cc3)[nH]c2=O)cc1OC	1.03µM*	10.5%	0.651µM*
COc1ccc(-c2cc(-c3ccccc3)c(C#N)c(SCC(=O)O)n2)cc1	-27.8%	nt	?
COC(=O)C1CCN(c2nc3ccccc3nc2C(C#N)C(=O)OCC(C)C)CC1 (stereo not drawn)	23.1µM*	6.2%	11.6µM*
Fc1ccccc1COc1ccc(Br)cc1CNCc1cccnc1	?	0.0%	?
CCOc1ccc(CCN2CN(CC)CNC2=S)cc1OCC	-18.0%	0.0%	20.6µM*
CC(C)Cn1c([N+](=O)[O-])nc2c1c(=O)[nH]c(=O)n2C	3.26µM*	0.0%	4.61µM*
Nc1ccc2cn[nH]c2c1	-9.1%	-5.5%	5.4%
CC(Oc1ccc(Cl)cc1Cl)C(=O)OCC(=O)c1c(N)n(C)c(=O)n(C)c1=O (stereo not drawn)	-20.6%	-2.7%[56.1 µM]	-10.5%
COc1cc(NC(=O)c2ccc(NC3=NC4CS(=O)(=O)CC4S3)cc2)cc(OC)c1OC (stereo not drawn)	-9.6%	nt	17.9%

(further entries)
SMILES	DT40 TDP1 CPT	TDP1 block	DT40 TDP1 no CPT
CN(CCOc1ccccc1)C(=O)CNC(=O)c1ccc(C(C)(C)C)cc1	-27.9%	0.1%	?
CCOc1ccc(-n2c(SCC(=O)NCc3ccco3)nc3c(c2=O)SCC3)cc1	-4.6%	2.2%	-25.4%
CC(C)c1ccc(C(CC(=O)O)N2Cc3ccccc3C2=O)cc1 (stereo not drawn)	-12.5%	nt	-17.3%
Fc1ccc(-n2nnnc2-c2cnc(-c3cccs3)nc2C(F)(F)F)cc1	6.51µM*	-3.1%	4.61µM*
COc1ccc(Cl)cc1S(=O)(=O)Nc1ncn[nH]1	-12.7%	9.9%	-16.3%
C[C@@H]1C(c2cccc(Cl)c2)=NN(c2ccc(Br)cc2)[C@H]1C(=O)N1CCOC1=O	?	-14.7%[56.1 µM]	?
COc1cc(NC(=O)NCCn2nnc3cc(S(=O)(=O)N(C)C)ccc32)cc(OC)c1OC	-14.8%	-3.8%	2.8%
COc1ccc2c(c1)CCC/C2=N\OC(=O)c1ccccc1F	0.0%	?	-24.6%
Cc1sc2ncnc(N3CCC(C(=O)NNC(=O)COc4ccc(Br)cc4)CC3)c2c1C	?	1.8%	23.1µM*
CCC(NC(=O)NC1=NCCS1)(C(F)(F)F)C(F)(F)F	-15.1%	8.0%	-24.7%
Cc1cccc(N2CCN(C(=O)Cn3c(=O)c4cccn4c4ccc(F)cc43)CC2C)c1 (stereo not drawn)	18.4µM*	1.3%	18.4µM*
COc1cccc(C(C)(O)c2nc(-c3cccc(NC(C)=O)c3)cs2)c1 (stereo not drawn)	?	nt	?
Cc1ccc(-n2nc3c(=O)n(CCCC(=O)NCc4ccc(F)cc4)nc(C)c3c2C)cc1	?	3.7%&5.6%	?
CCCNC(=O)CN1C(=O)NC(Cc2c[nH]c3ccccc23)C1=O (stereo not drawn)	3.8%	4.8%	-17.3%
CCOC(=O)[C@]12CCCC=C1N(Cc1ccc(Cl)cc1Cl)C(=O)[C@H](CC(=O)NCCCCc1ccccc1)C2	?	nt	?
Cc1coc2cc3oc(=O)c(CCC(=O)NC4CC4)c(C)c3cc12	16.4µM*	nt	13µM*
O=c1oc2c(CN3CCN(CCO)CC3)c(O)ccc2cc1-c1ccccc1	-1.2%	2.7%	0.6%
C1=Nc2c(NCc3ccccc3)ncnc2Oc2ccccc21	3.66µM*	2.3%	1.03µM*
CC(C)C(NC(=O)C1CCCCC1)C(=O)NC1CCCC(C)C1C (stereo not drawn)	-3.2%	nt	-13.7%
Cc1sc2ncnc(SCc3ccco3)c2c1C	?	-1.9%	?

Continued, starting with the last six of the part before.
SMILES	DT40 TDP1 CPT	TDP1 block	DT40 TDP1 no CPT
CCOC(=O)[C@]12CCCC=C1N(Cc1ccc(Cl)cc1Cl)C(=O)[C@H](CC(=O)NCCCCc1ccccc1)C2	?	nt	?
Cc1coc2cc3oc(=O)c(CCC(=O)NC4CC4)c(C)c3cc12	16.4µM*	nt	13µM*
O=c1oc2c(CN3CCN(CCO)CC3)c(O)ccc2cc1-c1ccccc1	-1.2%	2.7%	0.6%
C1=Nc2c(NCc3ccccc3)ncnc2Oc2ccccc21	3.66µM*	2.3%	1.03µM*
CC(C)C(NC(=O)C1CCCCC1)C(=O)NC1CCCC(C)C1C (stereo not drawn)	-3.2%	nt	-13.7%
Cc1sc2ncnc(SCc3ccco3)c2c1C	?	-1.9%	?
O=S(=O)(Nc1cccc(-c2ccc(N3CCOCC3)nn2)c1)c1cc(Cl)ccc1Cl	-4.0%	3.4%[0.505 µM]	?
Cc1cc(N/N=C/c2c(O)ccc3ccccc23)nc(-c2ccccc2O)n1	8.2µM*	5.5%	2.59µM*
Cc1ccccc1-c1nc2sc3c(c2c(=O)n1N)CCCC3	?	7.9%	-28.0%
Cc1ccc(C=NNc2nc3c([nH]2)c(=O)n(C)c(=O)n3C)cc1	?	nt	?
O=c1cc(CO)[nH]nc1CO	7.6%	nt	-3.2%
Cc1n[nH]c(C)c1CCN(C)Cc1cn(C)nc1-c1ccccc1F	3.6%	7.2%	1.4%
Cc1sc2nc(-c3ccccc3)oc(=O)c2c1C	5.4%	-2.7%	-21.5%
C=CCn1c(SCC(=O)c2c(N)n(C)c(=O)n(C)c2=O)nnc1-c1ccoc1C	12.3%	1.9%	-5.1%
CCCCc1c(O)nc(SCC(=O)N2CCOCC2)n(-c2ccccc2OC)c1=O	-3.9%	11.8%	-9.9%
CCN(CC)C(=O)[C@H]1C[C@H](CC(=O)NC/C=C(\C)CCC=C(C)C)C(=O)N2CCc3c([nH]c4cc(CCC(=O)N(C)C)ccc34)[C@]12C	16.4µM*	5.5%[56.1 µM]	14.6µM*
O=C(c1ccco1)N1CCN(S(=O)(=O)c2ccc(F)cc2)CC1	-24.7%	1.1%	-16.8%
O=C(NNC(=S)NCc1ccccc1)c1ccc2c(c1)OCO2	-3.1%	4.7%	-27.4%
Cc1cc(C(F)F)nn1CC(=O)NCc1ccc(Cl)cc1Cl	-18.3%	0.0%	?
Cc1nn(C(C)CC(=O)O)c(C)c1Br (stereo not drawn)	24.6%	0.0%	-2.7%

Source: PubChem (National Center for Advancing Translational Sciences (NCATS))
